Source: PubChem
S3 lipid droplet: qHTS Assay for Lipid Storage Modulators in Drosophila S3 Cells; hit rate 0.64% among 320,000; lipid storage change, negative = inhibition, % at the top dose, mostly 46.1 µM; hits show Potency in µM; Drosophila S3 cells, BODIPY lipid droplet fluorescence, 18-24 h; cells fed with added oleic acid; AID 2685; active means well fitted inhibition curve with a large enough effect in the signal ratio, with a control signal flat, not every such curve was filed as active; inconclusive means small, poorly fitted or top-dose-only effect, or effect the other way, or a change in a side signal; the % refers to the signal ratio
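Drosophila S3 cells loaded with oleic acid (400 uM, as added) and compounds at several concentrations; lipid droplets imaged by 488-nm laser-scanning cytometry, 500–530 nm intensity and object ratio to cell channel. Percent activity normalized to 20 uM Triacsin C.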
S3 lipid droplet cell count max: second read-out of S3 lipid droplet, no call of its own (marks repeat the call); cell number change, %; measured here: cell count max response;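 cells counted by Cell Tracker Red CMTPX staining in the red channel; peak over a dose series mostly up to 46.1 µM; percent activity relative to internal control wells on each plate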
Numbers without * were called inactive; i = inactive; ? = inconclusive; . = not tested or not shown. On the % scale 0 is the no-effect control and ±100 the full control effect; potency means the concentration at half of the fitted maximal effect. Not all compounds are listed, so the mix of outcomes need not match the whole.

SMILES	S3 lipid droplet	S3 lipid droplet cell count max
O=C(CN1CCN(S(=O)(=O)c2ccc(Cl)cc2)CC1)NCC1(N2CCOCC2)CCCCC1	?	.
COc1ccccc1CC(=O)Nc1ccc2c(C)cc(=O)oc2c1	1%	-4
CC(Sc1ccccn1)C(=O)Nc1ccc2c(c1)OCO2 (stereo not given)	5%	-5
Cc1cccc2c1OCC/C2=N\NC(=O)COc1ccccc1	-2%	23
COc1cc(CNc2ccc(N3CCOCC3)cc2)cc(Br)c1OC	-14%	-16
CCCCN(C(=O)CNC(=O)c1ccco1)C(C(=O)NC1CCCCC1)c1cccnc1 (stereo not given)	i	-12
COCCN=C1OC(=O)N2C(=O)C3=C4[C@@H](C[C@H]5C(=O)N(c6ccccc6)C(=O)[C@H]5[C@H]4[C@@]12Cc1ccccc1)[C@H]1C(=O)N(c2ccccc2)C(=O)[C@H]1[C@H]3C	8%	.
COc1ccc(C)cc1NC(=O)c1ccc(-c2ccc(C(C)=O)cc2)o1	?	.
c1coc(-c2nc(-c3ccco3)c(-c3ccco3)nc2-c2ccco2)c1	25%	6
O=C(Nc1ccccc1Oc1ccccc1)c1cccs1	15%	13
CCNc1nc(NCC)n2c(SCC(=O)Nc3ccccc3C(F)(F)F)nnc2n1	?	.
O=C(CCc1c[nH]c2ccccc12)N1CCN(c2ccc(F)cc2)CC1	?	.
O=C(NCCc1ccc(C(F)(F)F)cc1)C1CC(=O)N(Cc2ccccc2)C1 (stereo not given)	-15%	0
Clc1ccc2nc(-c3cccc(SC4CCCCC4)c3)c(NCc3ccccc3)n2c1	?	.
Cc1noc(C)c1C(=O)OCC(=O)NCCc1ccccc1	i	-8
COc1ccc(C2CC2/C(C)=N/OC(=O)C2CC2)cc1 (stereo not given)	9%	-11
Oc1ccc(CN2CCN(c3ncccn3)CC2)cc1	5%	8
CC(C)C(C(=O)NC1CCCCC1)N(CC1CCCO1)C(=O)CNS(=O)(=O)c1ccc(F)cc1 (stereo not given)	3%	4
CCc1ccc(NC(=O)CSc2nc3ccccc3nc2N2CCCC2)cc1	?	.
COc1ccc(CCNC(=O)C(=O)N/N=C/c2cccs2)cc1OC	?	.
CCOc1cc(C(=O)Nc2ccc(N3CCN(S(C)(=O)=O)CC3)cc2)cc(OCC)c1OCC	12%	-6
Cc1ccccc1OCC(=O)N(Cc1cccs1)C1CCS(=O)(=O)C1 (stereo not given)	?	.
C=CCn1c(SCC(=O)c2ccc(F)cc2)nnc1-c1ccc2c(c1)OCO2	5%	16
CCc1nnc(N/N=C/c2ccc(N3CCC(C)CC3)c([N+](=O)[O-])c2)n1N	?	.
Cc1cc(C(=O)CN2C(=O)NC3(CCCCC3C)C2=O)c(C)n1Cc1cccs1 (stereo not given)	?	.
More structures follow:
SMILES	S3 lipid droplet	S3 lipid droplet cell count max
Cc1c(C(=O)N2CCN(Cc3cccs3)CC2)oc2ccccc12	?	.
Cc1coc2cc3oc(=O)c(CCC(=O)NCc4ccccn4)c(C)c3cc12	-20%	10
O=C(Cc1ccccc1)N1CCN(S(=O)(=O)c2ccc([N+](=O)[O-])cc2)CC1	?	.
CCn1cc(CCCC(=O)NCc2cccc(OC)c2)c2ccccc21	?	.
CN1/C(=C\C(=O)c2oc3ccccc3c2N)C(C)(C)c2ccccc21	?	.
Cc1c(OCC(=O)NC(Cc2ccc(Cl)cc2)C(=O)O)ccc2c1oc(=O)c1ccccc12 (stereo not given)	?	.
CCCNC(=O)c1ccc(N2CCC3(CC2)CC(c2cccc(Br)c2)=NO3)c(N)c1	-12%	17
CCCc1[nH]nc2c1C(Cc1ccccc1)C(C#N)=C(N)O2 (stereo not given)	?	.
COC(=O)CNC(=O)Cc1c(C)n(C(=O)c2ccc(Cl)cc2)c2ccc(OC)cc12	?	.
Cn1cccc1C(C#N)(CC#N)c1cccc(F)c1C#N (stereo not given)	?	.
CCNC(=S)Nc1ccc(Cl)c([N+](=O)[O-])c1	?	.
Cc1ccc(OC(=O)c2sc(Cl)nc2C)cc1C	15%	9
CN(Cc1cccc([N+](=O)[O-])c1)Cc1cccc2ccccc12	-5%	.
OC(CNCC1(N2CCCCC2)CCCCC1)COc1ccc(Cl)cc1Cl (stereo not given)	?	.
COc1ccc(N2CCN(S(=O)(=O)c3ccc(OC)cc3)CC2)cc1	4%	6
Cc1ccc2[nH]c(C(=O)NN=C3CCCCC3)c(-c3ccccc3)c2c1	7%	-8
CC(C)NC(=O)CSc1nnc(-c2ccc(C(C)(C)C)cc2)n1C	?	.
CCOC(=O)c1ccc(NC(=O)c2nc[nH]c2C(=O)N(C)Cc2ccccc2)cc1	-12%	-1
O=c1c2ccccc2c(-c2ccccc2)nn1Cc1ccc(Cl)cc1	?	.
O=C(O)c1[nH]c2ccc(Cl)cc2c1CC(=O)N1CCN(c2ccccc2)CC1	0%	-1
O=C(O)c1ccc(NC2=C(Cl)C(=O)c3ccccc3C2=O)cc1	?	.
COC(=O)Cc1c[nH]c2cccc(OCC(O)CN(Cc3ccccc3)C(C)C)c12 (stereo not given)	-15%	-13
CCC(=O)NC1=C(Cl)C(=O)C(NC(=O)CC)=C(Cl)C1=O	?	.
Cc1ccccc1-n1c(C)nnc1SCC(=O)NNC(=O)c1ccccc1	2%	-12
COc1ccc(C2=NN(C(C)=O)C(c3cccs3)C2)cc1OC (stereo not given)	14%	-12
(continued)
SMILES	S3 lipid droplet	S3 lipid droplet cell count max
Cc1ccc2[nH]c(O)c(N=Nc3nc4ccccc4s3)c2c1	?	.
O=C(O)c1ccccc1C(=O)NCc1ccccc1	i	13
CC(=O)N(Cc1cc(=O)[nH]c2ccccc12)c1ccc(C)cc1	18%	-4
CC1(C)CC(NC(=O)c2cccc(S(=O)(=O)Nc3cccc(Cl)c3)c2)CC(C)(C)N1	-1%	-3
CCOC(=O)c1c(NC(C)=O)sc2c(O)c(Br)cc(Br)c12	i	.
O=C(c1ccc(S(=O)(=O)Cc2ccccc2Cl)c([N+](=O)[O-])c1)N1CCN(c2ccccn2)CC1	6%	-1
O=C(COC(=O)c1cccnc1Cl)Nc1cc(S(=O)(=O)N2CCCCC2)ccc1Cl	?	.
c1ccc(Cc2nn3c(C4COc5ccccc5O4)nnc3s2)cc1 (stereo not given)	?	.
C[C@@H]1CC=C[C@H]2[C@H]1C(=O)N(Cc1ccccc1)[C@H]2c1ccc(-c2ccc(F)cc2)cc1F	0%	4
CC(C)CC(=O)Nc1ccc2oc(-c3cccnc3)nc2c1	?	.
COc1ccc(CNCCNC(=O)c2ccco2)c(OC)c1OC	?	.
Cc1c(NC(=O)c2ccccc2NS(=O)(=O)c2ccc(F)cc2)c(=O)n(-c2ccccc2)n1C	3%	1
COC(=O)c1c(NC(=O)c2ccc(Br)o2)sc(C)c1C	?	.
CCC(=O)c1ccc(OCCn2cncn2)cc1	i	.
COC(=O)c1sccc1NC(=O)c1cc(-c2cccc(C)c2)nc2ccccc12	12%	0
CN(Cc1ccc(Cl)cc1)C(=O)c1ccc2ccccc2n1	?	.
O=C(O)c1ccc2c(c1)C(=O)N([C@H](Cc1ccccc1)C(=O)O)C2=O	1%	16
Cc1cccc(-n2c(-c3csc4ccccc34)n[nH]c2=S)c1	0%	3
Cc1[nH][nH]c(=O)c1C(c1c(C)[nH][nH]c1=O)c1cn(Cc2cccc3ccccc23)c2ccccc12	?	.
O=C1NC(NS(=O)(=O)c2ccccc2)(C(F)(F)F)C(=O)N1c1ccc(F)cc1 (stereo not given)	-1%	17
Cc1ccccc1NC(=O)c1ccc(CN(c2ccccc2)S(=O)(=O)c2ccccc2)cc1	?	.
CCOc1ccc(OCC)c(NS(=O)(=O)c2cccc3nsnc23)c1	?	.
CSc1nnc(-c2ccc(S(=O)(=O)N3CCCCC3)cc2)o1	?	.
O=C(CC1Nc2ccccc2NC1=O)Nc1ccccc1 (stereo not given)	?	.
COc1cc(/C=C2\N=C(c3ccccc3)OC2=O)ccc1OC(C)=O	i	21
The listing continues.
SMILES	S3 lipid droplet	S3 lipid droplet cell count max
CCOC(=O)c1sc(NC(=O)CSc2nc3c(cc2C#N)CCCCC3)c(C#N)c1C	?	.
CC1CCN(CCCNC(=O)CN2C(=O)CSc3ccc(S(=O)(=O)N4CCC(C)CC4)cc32)CC1	-5%	.
CCCCCN=C(C)c1c(O)c2ccccc2oc1=O	17%	-23
Cc1cc(NS(=O)(=O)c2ccc(NS(=O)(=O)c3ccc(Br)cc3)cc2)no1	i	-3
COc1ccc(CCNCc2c(-c3ccccc3)n(C)c3ccccc23)cc1	?	.
CN(C)c1nc(-c2ccccc2)cc(C(F)(F)F)c1C#N	?	.
CCC(C)(C)c1ccc(OC(=O)c2cccnc2Cl)cc1	?	.
N#CC1(NC(=O)COc2ccc3oc4ccccc4c3c2)CCCCC1	4%	8
CC(C)(C)NC(=O)C(c1ccc(O)cc1)N(C(=O)CCC(=O)Nc1nccs1)c1ccc(F)cc1 (stereo not given)	?	.
CC1CCCN(C(=O)COc2ccc3c(c2)OCO3)C1 (stereo not given)	12%	-7
CCCCOc1ccc(Cl)cc1CSc1nncn1N	?	.
COc1cc(OC)cc(-c2c(-c3cccs3)c3cc(-c4ccc5cc[nH]c5c4)ccc3n2C)c1	i	-14
O=C(CSc1nnc(CNc2ccc(Cl)cc2)n1Cc1ccccc1)NCc1ccco1	?	.
CCOc1ccc(/C=N/NC(=O)NC23CC4CC(CC(C4)C2)C3)cc1O	?	.
CC(=O)Nc1ccc(SCC(=O)OCC(=O)NC(=O)NCCC(C)C)cc1	?	.
Cc1cc(C(=O)CN2C(=O)c3ccccc3C2=O)c(C)n1C1CC1	-3%	-1
CCN1CCN(c2ccc(S(=O)(=O)N3CCCCC3)cc2NC(=O)COc2cc(C)ccc2Cl)CC1	?	.
CC(=O)N1CCN(c2ccccc2NC(=O)c2cc(Br)ccc2Cl)CC1	?	.
COc1ccc(C2CC(c3cccs3)=NN2C(=O)c2ccccc2)cc1OC (stereo not given)	-5%	0
CC1(C)CC(C(CC(=O)N2CCCC2)Cc2ccccc2)CCO1 (stereo not given)	?	.
Cc1ccc(OC(=S)Nc2ccc(F)cc2)cc1	-1%	11
CSC1=C(C#N)C(c2cccs2)CC(=O)N1C (stereo not given)	-2%	-5
COc1cc(OC)c2c(c1C(CCN1CCOCC1)c1ccc(N(C)C)cc1)OC(=O)CC2c1ccc(N(C)C)cc1 (stereo not given)	-4%	5
O=C(O)c1cccc(NS(=O)(=O)c2ccc(-c3ccc(S(=O)(=O)Nc4cccc(C(=O)O)c4)cc3)cc2)c1	?	.
COc1cc(OC)cc(C(=O)NC2=NCCS2)c1	?	.
The list goes on.
SMILES	S3 lipid droplet	S3 lipid droplet cell count max
Cc1c(NC(=S)N/N=C/c2ccc(Br)cc2)c(=O)n(-c2ccccc2)n1C	?	.
COc1ccc(/C=C2\SC(=S)N(C(C)C(=O)NC3C=CS(=O)(=O)C3)C2=O)cc1 (stereo not given)	?	.
Cc1cc(-n2c(SCc3ccccc3F)nc3n[nH]c(C)c3c2=N)ccc1Cl	12%	10
Cn1c(SCC(=O)Nc2ccc(NC(=O)c3ccccc3)cc2)nnc1-c1ccncc1	?	.
COc1ccc(N2CCN(C(=O)CCS(=O)(=O)c3ccc4c(c3)NC(=O)C(C)S4)CC2)cc1 (stereo not given)	?	.
O=C(COC(=O)CCC1CCCC1)Nc1cc(S(=O)(=O)N2CCOCC2)ccc1Cl	?	.
CN1CN(C)C(c2ccncc2)=C1c1ccncc1	?	.
CC(C)c1ccc(/C=C2\NC(=S)N(Cc3cccnc3)C2=O)cc1	-12%	-3
COc1ccc(NC(=O)CSc2nc3ncccc3[nH]2)cc1OC	i	.
COc1ccc(CCNC(=O)c2ccc3c(c2)NC(=O)CS3)cc1OC	?	.
Cn1ccc(NC(=O)Nc2ccc(Cl)cc2)n1	?	.
Cc1ccc2[nH]c(=O)c(CN3CCCCC3)c(-c3ccccc3)c2c1	?	.

Gathered by group, the entries above with a thiophene ring, fused or not.
SMILES	S3 lipid droplet	S3 lipid droplet cell count max
O=C(Nc1ccccc1Oc1ccccc1)c1cccs1	15%	13
COc1ccc(CCNC(=O)C(=O)N/N=C/c2cccs2)cc1OC	?	.
Cc1ccccc1OCC(=O)N(Cc1cccs1)C1CCS(=O)(=O)C1 (stereo not given)	?	.
Cc1cc(C(=O)CN2C(=O)NC3(CCCCC3C)C2=O)c(C)n1Cc1cccs1 (stereo not given)	?	.
Cc1c(C(=O)N2CCN(Cc3cccs3)CC2)oc2ccccc12	?	.
COc1ccc(C2=NN(C(C)=O)C(c3cccs3)C2)cc1OC (stereo not given)	14%	-12
CCOC(=O)c1c(NC(C)=O)sc2c(O)c(Br)cc(Br)c12	i	.
COC(=O)c1c(NC(=O)c2ccc(Br)o2)sc(C)c1C	?	.
COC(=O)c1sccc1NC(=O)c1cc(-c2cccc(C)c2)nc2ccccc12	12%	0
Cc1cccc(-n2c(-c3csc4ccccc34)n[nH]c2=S)c1	0%	3
CCOC(=O)c1sc(NC(=O)CSc2nc3c(cc2C#N)CCCCC3)c(C#N)c1C	?	.
COc1cc(OC)cc(-c2c(-c3cccs3)c3cc(-c4ccc5cc[nH]c5c4)ccc3n2C)c1	i	-14
COc1ccc(C2CC(c3cccs3)=NN2C(=O)c2ccccc2)cc1OC (stereo not given)	-5%	0
CSC1=C(C#N)C(c2cccs2)CC(=O)N1C (stereo not given)	-2%	-5

Profiles from above. Order of screens: S3 lipid droplet | S3 lipid droplet cell count max
Profile of COc1ccc(NC(=O)CSc2nc3ncccc3[nH]2)cc1OC → i | .
Profile of COc1ccc(/C=C2\SC(=S)N(C(C)C(=O)NC3C=CS(=O)(=O)C3)C2=O)cc1 (stereo not given) → ? | .
